MBNL1-CUG inh: MBNL1-poly(CUG) RNA binding inhibition. Q9NR56. TR-FRET MBNL1-His/biotin-(CUG)12 binding, 665/545 ratio. 280,000 compounds, 0.036% hits. AID 2675. Potency, µM (highest dose often 57.5 µM), inactives show at the highest dose activity change, negative = inhibition, actives largely listed as inhibitors; active = well fitted inhibition curve with a large enough effect in the signal ratio, with a control signal flat, not every such curve was filed as active; inconclusive = small, poorly fitted or top-dose-only effect, or effect the other way, or a change in a side signal; inactive = no such curve, though single readings can be large or run the other way; the % refers to the signal ratio; note: potency is the fitted concentration of half-maximal effect; % is set by controls: 0 for no effect and ±100 for the full control effect
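MBNL1-His + Biotin-(CUG)12, cpd titration 92 nM–58 uM; Tb anti-His Ab 0.055 ng/ul, SA-XL665 5 nM (final); 60 min RT; ratiometric 665/545 nm, Ex 340 nm; normalized to buffer and full-complex controls.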
Mito fusion yeast: mitochondrial division inhibition or fusion activation; AID 485298; S. cerevisiae fusion-defective mutant growth rescue, CellTiterGlo 48 h; 320,000 compounds, 0.23% hits; Potency, µM (series often up to 46.1 µM), inactives show at the top dose growth rescue (activation), hits mostly activators;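 note: potency is the fitted concentration of half-maximal effect; % of control where 0% means no effect; nearly all actives have a fitted effect of over 45% in size; temperature-sensitive fusion mutants such as fzo1-1 at 37 °C on non-fermentable ethanol glycerol medium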
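Read-out: ATP-based luminescence (CellTiterGlo, 10 min ambient) reporting growth of fusion-defective ts yeast after 48 hours at 37C on glycerol/ethanol YPEG medium in the presence of compound.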
Menin MLL FP TR: menin-MLL binding inhibition, Texas Red mutant peptide; O00255; Menin + Texas Red MLL mutant peptide, fluorescence polarization; Potency, µM (doses to about 61.6 µM), without a hit: at the top dose FP activity change, negative = inhibition, most hits filed as inhibitors; 270,000 compounds, 0.23% hits; AID 1768; active = well fitted inhibition curve with a large enough effect in the polarisation, with a control signal flat, not every such curve was filed as active; inconclusive = small, poorly fitted or top-dose-only effect, or effect the other way, or a change in a side signal; inactive = no such curve, though single readings can be large or run the other way; the % refers to the polarisation; note: potency is the fitted concentration of half-maximal effect; % of control where 0% means no effect; many of its hits are not listed in these tables
Rab9 prom act: Rab9 promoter activation; Potency, µM (titrated, usually from 9.22 µM), for the others: at the highest dose activation, negative = inhibition, most hits filed as activators; 320,000 compounds, 2.8% hits; Huh7 Rab9 promoter-luciferase reporter, luminescence, 24 h; AID 485297; note: potency is the fitted concentration of half-maximal effect; % of control where 0% means no effect; nearly all actives have a fitted effect of over 60% in size
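Huh7 reporter line, Rab9 promoter upstream of luciferase. Compound exposure 24 h at 37 °C in reduced-serum medium with 10% FBS. Read-out: luminescence.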
FLuc counter: firefly luciferase modulation, counter-screen for miR-21 project; 360,000 compounds, 6.9% hits; Potency, µM (series often up to 57.5 µM), inactives show top-dose activity change, negative = inhibition, most hits filed as inhibitors; purified FLuc, Km substrates, luminescence inhibition; AID 588342;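 note: potency is the fitted concentration of half-maximal effect; plate controls were vehicle for no effect and reference inhibitor for full effect; nearly all actives have a fitted effect of over 55% in size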
Target sequence (P08659 whole entry, looked up): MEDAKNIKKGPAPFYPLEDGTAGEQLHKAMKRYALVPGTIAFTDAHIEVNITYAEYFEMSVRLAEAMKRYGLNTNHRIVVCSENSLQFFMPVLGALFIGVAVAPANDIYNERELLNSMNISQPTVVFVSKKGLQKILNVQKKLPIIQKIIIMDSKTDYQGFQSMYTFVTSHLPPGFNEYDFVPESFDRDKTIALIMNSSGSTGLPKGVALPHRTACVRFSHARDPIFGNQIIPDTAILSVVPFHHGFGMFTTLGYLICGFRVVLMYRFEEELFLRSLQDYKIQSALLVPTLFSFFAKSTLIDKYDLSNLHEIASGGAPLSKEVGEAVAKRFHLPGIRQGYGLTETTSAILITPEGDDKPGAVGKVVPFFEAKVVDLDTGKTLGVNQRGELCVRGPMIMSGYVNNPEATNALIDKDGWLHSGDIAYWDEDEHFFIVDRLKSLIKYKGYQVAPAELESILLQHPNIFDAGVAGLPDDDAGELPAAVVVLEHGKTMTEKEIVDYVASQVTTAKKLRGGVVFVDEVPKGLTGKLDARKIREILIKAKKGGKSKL
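Purified P. pyralis luciferase, 10 nM final, with Km-level 10 uM D-luciferin and 10 uM ATP in 50 mM Tris acetate pH 7.5, 10 mM Mg acetate, 0.01% Tween-20, 0.05% BSA; 6-point qHTS titration about 60 µM downward; luminescence read.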
ELG1 repair inh: blocks ELG1-dependent DNA repair in HEK293T cells; AID 504467; HEK293T ELG1-luciferase reporter, luminescence, 16 h; DNA damage induced by 5-fluorouridine; 330,000 compounds, 2.3% hits; Potency, µM (series often up to 46.1 µM), without a hit: top-dose activity change, negative = inhibition, most hits filed as inhibitors; note: potency is the fitted concentration of half-maximal effect; % is set by controls: 0 for no effect and ±100 for the full control effect; nearly all actives have a fitted effect of over 55% in size
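Quantitative HTS, concentration-response format. 2,000 cells/well co-treated with 5-fluorouridine and compound, 16 hr in 5% CO2 at 37 °C; ONE-Glo luminescence read after 30 min.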
RORg inh: inhibitors of mouse ROR gamma transcriptional activity. P51450. Drosophila S2 Gal4-RORgamma UAS-luciferase reporter, 20 h. Potency, µM (highest dose often 53.6 µM), inactives show at the top dose activity change, negative = inhibition, actives largely listed as inhibitors. 310,000 compounds, 5.4% hits; note: potency is the fitted concentration of half-maximal effect; % is set by controls: 0 for no effect and ±100 for the full control effect; nearly all actives have a fitted effect of over 60% in size
Target sequence (P51450 whole entry, looked up, the tested form may be a part): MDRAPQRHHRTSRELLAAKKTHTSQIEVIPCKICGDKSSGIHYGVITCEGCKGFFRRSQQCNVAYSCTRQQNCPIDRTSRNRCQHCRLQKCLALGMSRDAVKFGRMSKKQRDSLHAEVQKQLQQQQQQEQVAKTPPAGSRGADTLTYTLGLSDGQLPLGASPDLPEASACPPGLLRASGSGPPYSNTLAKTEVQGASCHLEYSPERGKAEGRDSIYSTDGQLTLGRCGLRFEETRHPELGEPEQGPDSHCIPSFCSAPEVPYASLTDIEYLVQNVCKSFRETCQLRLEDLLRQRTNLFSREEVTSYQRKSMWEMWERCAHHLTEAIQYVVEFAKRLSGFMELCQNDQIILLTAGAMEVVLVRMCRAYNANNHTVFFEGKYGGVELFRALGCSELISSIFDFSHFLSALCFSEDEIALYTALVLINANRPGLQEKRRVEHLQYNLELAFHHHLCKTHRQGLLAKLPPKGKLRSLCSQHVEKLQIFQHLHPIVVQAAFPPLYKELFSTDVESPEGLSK
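ROR gamma transcriptional activity was tracked as Gal4-UAS luciferase output in stably transfected Drosophila Schneider cells, with compound added 1 hr before 700 uM copper sulfate induction and a 20 hr ambient-temperature incubation.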
PKM2 act: PKM2 (human) enzyme activation; P14618; purified PKM2, Kinase-Glo ATP luminescence, activation; response scale: 0% is enzyme alone, no compound; Potency, µM (titrated, usually from 57.5 µM), for inactives: top-dose activation, most hits filed as activators; 260,000 compounds, 0.34% hits; note: potency is the fitted concentration of half-maximal effect; % is set by controls: 0 for no effect and ±100 for the full control effect; nearly all actives have a fitted effect of over 55% in size
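Purified hPK-M2 (>95%) run at intermediate activity with 0.1 mM ADP and 0.5 mM PEP in 50 mM imidazole pH 7.2, KCl, MgCl2; 1 h room temperature. ATP formed read by Kinase-Glo luminescence; normalized to uninhibited and no-enzyme controls.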
KCNH2 3.1 inh: blocks the human KCNH2 3.1 channel isoform; U2OS KCNH2 3.1, thallium flux FluxOr; stronger effect = lower value; 340,000 compounds, 0.95% hits; activity change, % (tested at about 1.8 µM); AID 720553;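 active = maximum activity change below -70%; inconclusive = maximum activity change from -70% to -50%; inactive = maximum activity change above -50%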;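 note: thallium influx rate constant from kinetic fluorescence after stimulation buffer; % is set by controls: 0 for no effect and ±100 for the full control effect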
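FluxOr-based Tl+ influx in U2OS cells transduced with KCNH2 3.1 virus; rate constants normalized to DMSO controls.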
VP16 counter: Gal4-VP16 reporter inhibition counter-screen. Drosophila S2 Gal4-VP16 UAS-luciferase, luminescence, 20 h. Potency, µM (highest dose often 53.6 µM), without a hit: top-dose activity, negative = inhibition, usual class: inhibitors. 310,000 compounds, 3.5% hits. AID 2546;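 note: Gal4-VP16 expression switched on by copper sulfate through the metallothionein promoter; potency is the fitted concentration of half-maximal effect; % is set by controls: 0 for no effect and ±100 for the full control effect; nearly all actives have a fitted effect of over 50% in size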
NPC1 promoter act: NPC1 promoter activation | Huh7 NPC1 promoter luciferase reporter, 24 h | AID 485313 | 320,000 compounds, 2.4% hits | Potency, µM (top dose mostly 9.22 µM), for inactives: top-dose activation, most hits filed as activators;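 note: potency is the fitted concentration of half-maximal effect; % of control where 0% means no effect; nearly all actives have a fitted effect of over 60% in size; reporter is driven by a mutant NPC1 promoter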
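Huh7 cells stably carrying NPC1 promoter–luciferase, plated in Opti-MEM with 10% FBS for 2 h, were exposed to compound in DMSO for 24 h at 37 °C; luciferase reagent was added for 10 min and luminescence read.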
Starred values were filed as active, the others as inactive; ? = inconclusive; . = not tested or not shown; [ ] = remark or other dose. Unless noted, calls come from the whole dose curve; as a rule, active = well fitted curve in the direction sought with a large enough effect; inconclusive = small, poorly fitted or top-dose-only effect, or another doubt; inactive = no such curve, though single readings can be large; an effect the other way counts as inactive or inconclusive.

SMILES	MBNL1-CUG inh	Mito fusion yeast	Menin MLL FP TR	Rab9 prom act	FLuc counter	ELG1 repair inh	RORg inh	PKM2 act	KCNH2 3.1 inh	VP16 counter	NPC1 promoter act
CCN(CCCNC(=O)CCn1c(=O)[nH]c2ccsc2c1=O)c1ccccc1	.	-5.6%	15.4%	4.7%	1.5%	4.5%	28.0%	20.6%	-3.0	-0.2%	-22.5%
CCCCOc1ccc(N(CC(=O)NCc2ccco2)C(=O)CCC(=O)Nc2nccs2)cc1	-2.1%	-0.4%	-0.3%	1.5%	2.0%	11.8%	7.7%	3.3%	5.7	12.9%	-3.8%
CCOc1ccccc1CN1CCN(Cc2cc3ccccc3[nH]2)CC1CCO (centres undefined)	2.3%	0.3%	4.7%	8.6%	-1.8%	4.4%	4.2%	6.9%	?	25.1%	-1.6%
N#CC1=C(N)N(c2ccccc2)C(c2ccccc2)C1(C#N)C#N (centres undefined)	-12.4%	-0.8%	19.7%	1.2%	1.1%	13.3%	29.2%	9.2%	20.3	-28.0%	0.5%
Cc1sc2c(c1C)c(=O)n(-c1ccc(F)cc1)c(=O)n2CC(=O)NCc1ccco1	4.8%	-3.8%	.	5.6%	2.7%	-5.0%	-21.9%	-3.4%	-11.9	-1.5%	-4.2%
CCCNC(=O)NC1CCCCCCC1	0.9%	8.4%	-15.1%	1.6%	1.3%	-5.3%	25.2%	7.1%	-21.6	-15.3%	-2.3%
CCOC(=O)c1cnn(-c2ccccn2)c1N	-0.6%	-8.0%	0.9%	3.98µM*	21.3µM*	?	32.2%	-11.4%	15.0	-2.0%	3.98µM*
CSc1ccccc1NC(=O)COC(=O)CSc1ccc(C)cc1	.	0.9%	.	-4.0%	4.3%	6.4%	.	.	6.2	.	-2.6%
CC(C)Cn1c(O)c(N=NC(=O)c2cccc(S(=O)(=O)N3CCCCC3)c2)c2ccccc21	3.0%	7.0%	-0.2%	-5.7%	-1.3%	?	-22.4%	-2.8%	-3.3	-5.4%	-5.5%
Cc1cc(N2CCN(C)CC2)nc2ccc(NC(=S)NCCCN3CCN(C)CC3)cc12	-14.9%	-4.7%	6.4%	-20.5%	1.8%	21.8%	4.2%	-0.1%	16.3	-4.2%	-3.4%
NC(=O)CC(NC(=O)Cc1ccc(Br)cc1)c1ccc(NCCN2CCOCC2)c([N+](=O)[O-])c1 (centres undefined)	?	0.6%	-25.0%	3.4%	5.0%	?	-3.1%	2.6%	-15.0	-1.6%	0.9%
C/C(=N\Nc1ccc(F)cc1)c1ccncc1	.	3.9%	1.5%	3.7%	?	16.6%	25.2%	-3.6%	22.7	-13.2%	5.3%
CCc1ccc(S(=O)(=O)Nc2cc(SCC(=O)O)c(O)c3ccccc23)cc1	?	-10.7%	?	-1.3%	?	?	-38.0%	?	-3.5	?	-4.4%
O=Cc1c(N2CCCCC2)nc2ccccn2c1=O	?	3.8%	19.6%	18.5%	-3.1%	14.2%	1.1%	2.4%	6.0	-12.5%	-0.8%
COc1cc(OC)c(C(=O)NCCCn2ccnc2)cc1OC	.	10.5%	0.5%	-3.3%	-1.1%	4.3%	?	4.2%	2.1	-5.5%	-1.9%
O=C(Nc1ccc(Cl)c([N+](=O)[O-])c1)c1cnccn1	.	-0.8%	?	-4.1%	-11.2%	3.8%	?	-0.7%	8.0	1.4%	0.6%
Cc1ccc(S(=O)(=O)/N=C(/Nc2cccc3ccccc23)c2ccc(F)cc2)cc1	-0.7%	-1.8%	7.7%	3.5%	0.6%	-21.6%	-5.7%	.	-38.9	-2.9%	-2.4%
C/C(=N\NC(=O)C1COc2ccccc2O1)c1cccs1 (centres undefined)	-4.6%	2.0%	-9.1%	2.7%	-4.4%	?	-10.7%	-2.8%	1.1	6.9%	1.0%
COC(=O)c1cc(N2C(=O)C3C(C2=O)C2(C)C=CC3(C)O2)ccc1Cl (centres undefined)	-7.9%	0.1%	?	1.7%	6.1%	-3.6%	3.55µM*	-4.3%	.	5.62µM*	-3.6%
CCn1nc(C(=O)NCCc2ccc(S(N)(=O)=O)cc2)c2ccccc2c1=O	9.9%	0.3%	-5.1%	7.3%	1.4%	-4.9%	-24.6%	0.5%	-4.3	0.1%	0.5%
N#C/C(=C\c1ccccc1O)C(=O)Nc1ccccn1	?	-7.5%	14.1%	20.1%	4.78µM*	0.8%	7.1%	.	0.4	-14.8%	-5.6%
CCc1nnc(NS(=O)(=O)c2ccc(NC(=O)c3ccccc3OC)cc2)s1	-0.8%	-5.4%	15.8%	0.1%	-17.3%	16.2%	20.5%	.	0.3	-8.8%	-1.3%
CN(Cc1cc(=O)n2ccsc2n1)c1ccccc1	?	11.0%	-9.5%	9.3%	-0.1%	-0.3%	1.3%	-8.4%	-0.2	?	2.9%
C=CCn1c(N)c(C(=O)OCCC)c2nc3ccccc3nc21	16.8%	6.9%	-1.9%	5.5%	-8.4%	16.4µM*	-13.5%	-3.7%	0.0	0.7%	2.8%
CC(C)C(=O)NCCn1ccc2ccccc21	3.3%	1.3%	-8.6%	-2.4%	-1.4%	9.2%	-21.6%	-4.3%	35.5	-0.9%	-1.4%
CCN1C(=O)CS/C1=N\S(=O)(=O)c1ccc(C)cc1	-2.5%	-0.5%	-9.9%	-5.0%	7.4%	7.2%	-0.8%	9.9%	-10.3	-12.8%	-2.1%
C/C(=N\NC(=O)C1CC1(c1ccccc1)c1ccccc1)c1cccc([N+](=O)[O-])c1 (centres undefined)	.	-0.8%	-3.0%	2.6%	0.0%	-1.1%	8.8%	0.5%	-10.2	-2.1%	-7.6%
CC1(C)C(=O)OC(C(=O)c2ccccc2)C(C)(C)C1=O (centres undefined)	4.9%	-1.9%	-6.1%	-1.4%	-1.0%	-1.8%	0.0%	1.1%	-2.6	-0.7%	1.9%
COc1cc2cc(C)c(SCC(=O)N3CCN(C(=O)c4ccco4)CC3)nc2cc1OC	-11.2%	-5.1%	.	-2.8%	-6.7%	?	1.2%	17.8µM*	12.7	-2.8%	-1.1%
CSc1nccn1C(=O)c1ccccc1[N+](=O)[O-]	10.1%	0.1%	0.9%	0.7%	3.6%	-1.3%	.	-0.8%	1.9	.	-1.7%
Cc1cc(/C=C2\NC(=O)NC2=O)c(C)n1-c1ccc(N2CCOCC2)cc1	.	-4.3%	.	2.4%	-1.5%	?	26.6%	-1.8%	-0.5	1.4%	5.2%
COCCNC(=O)CSc1nnc2c(Cl)cc(Cl)cn12	23.5%	-2.6%	22.1%	-0.6%	5.0%	0.8%	-2.7%	5.7%	6.6	0.6%	3.2%
O=C(COC(=O)c1ccc2c(c1)OCO2)NCc1ccc2c(c1)OCO2	-5.7%	3.2%	1.2%	1.2%	3.7%	-6.3%	6.4%	8.9%	-2.9	12.1%	-1.6%
O=C(C1CCN(S(=O)(=O)N2CCOCC2)CC1)N1CCN(c2ccccc2)CC1	-3.3%	-2.4%	21.3%	0.9%	2.6%	-10.3%	-0.5%	-3.7%	42.4	-3.5%	-7.8%
COc1ccccc1C(=O)Nc1ccnn1C1CCN(Cc2ccc3nonc3c2)CC1	?	4.5%	-4.2%	-2.3%	-13.9%	?	-14.0%	.	?	-12.9%	2.0%
CCOC(=O)Cn1cnc2sc3c(c2c1=O)CCC3	-1.5%	-3.1%	-7.8%	-2.4%[1.84 µM]	-14.1%	-3.1%	-3.8%	-0.7%	-9.5	-4.0%	-1.8%
CC(Sc1nncs1)C(=O)Nc1ccc2c(c1)OCO2 (centres undefined)	-1.6%	-1.8%	3.1%	8.5%	?	?	44.5%	0.0%	-0.9	6.1%	5.1%
O=C(O)COc1ccccc1/C=N/NC(=O)c1ccc(F)cc1	.	2.8%	13.9%	9.7%	9.53µM*	-1.1%	-30.2%	2.3%	2.9	-8.5%	-8.5%
O=C(c1c(F)cccc1F)N1CCN(c2ccccc2F)CC1	2.0%	1.3%	-19.2%	1.8%	-1.4%	-0.1%	-4.7%	-5.3%	9.1	6.0%	1.3%
CC(=O)c1ccc(OCCCC(=O)Nc2ccc3c(c2)OCCO3)cc1	.	4.0%	.	8.8%	-1.7%	?	.	.	-5.5	.	0.6%
c1ccc(-[n+]2nc(Nc3cccc4ccccc34)sc2-c2c3ccccc3cc3ccccc23)cc1	.	?	.	-24.5%	-10.6%	-11.7%	.	.	-29.8	.	-20.0%

An excerpt. The share of hits here may be higher or lower than overall.
